# Screening data (PubChem)
# FXIa inh: human FXIa protease inhibitors, primary screen, biochemical, 1536-well; Coagulation factor XI (Homo sapiens), P03951; purified FXIa, Boc-Glu-Ala-Arg-AMC fluorogenic substrate; inhibition, % at 5 µM; actives 0.14% (n = 220,000);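 active = inhibition of at least 40%; inactive = inhibition below 40%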;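 note: fluorescence of freed AMC excited at 355 nm; 0% = enzyme without compound and 100% = no enzyme blank; many of its hits are not listed in these tables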
# FXIIa inh: human FXIIa protease inhibitors, primary screen, biochemical, 1536-well; Coagulation factor XII (Homo sapiens), P00748; purified FXIIa, Boc-QGR-AMC fluorogenic substrate, 2 h; inhibition, % at 5 µM; actives 0.3% (n = 220,000); AID 800, 2007; in the data active = inhibition above about 40%;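 note: 0% = enzyme with no compound and 100% = blank without enzyme; many of its hits are not listed in these tables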
# Mdm2 ligase inh: MDM2-luciferase reporter signal enhancers, primary screen, MDM2 E3 ligase inhibitor project, cell-based, luminescence, 1536-well; cell-based MDM2 ubiquitination luciferase reporter, 2 h; 0 = plate control, 100 = twice control, blank-subtracted; E3 ubiquitin-protein ligase Mdm2 (Homo sapiens), Q00987; signal enhancement, % at 5 µM; actives 0.11% (n = 210,000);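 active = signal enhancement of 30% or more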;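 note: luminescence tracks abundance of the self-degrading MDM2-luciferase fusion protein; higher signal means inhibition of MDM2 E3 ligase activity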
#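 Assay system: stable mammalian line carrying autodegrading MDM2–luciferase fusion reporter; amount: 2000 cells seeded into each well; buffer or medium: DMEM; benchmarks: plate control and blank wells; signal: luciferase luminescence; timing: 2 h compound exposure at 37 °C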
# KLK5 inh: human KLK5 protease inhibitors, primary screen, biochemical, 1536-well; actives 0.59% (n = 210,000); Kallikrein-5 (Homo sapiens), Q9Y337; recombinant hK5, fluorogenic AMC substrate cleavage; inhibition, % at 5 µM;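 active = inhibition of 40% or more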;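 note: 0% = enzyme controls without compound and 100% = no-enzyme blanks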
# Target sequence (Q9Y337 67-293 limits assumed): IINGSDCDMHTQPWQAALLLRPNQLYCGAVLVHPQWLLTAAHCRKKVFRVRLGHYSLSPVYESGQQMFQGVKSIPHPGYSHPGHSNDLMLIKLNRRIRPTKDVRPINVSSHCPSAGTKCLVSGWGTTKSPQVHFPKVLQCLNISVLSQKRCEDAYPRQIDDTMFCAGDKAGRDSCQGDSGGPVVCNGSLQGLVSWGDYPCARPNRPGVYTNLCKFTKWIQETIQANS
# eIF4E-4G inh: eIF4E–eIF4G protein interaction inhibitors, primary screen, biochemical, uHTS, TR-FRET, eIF4GI fragment; Eukaryotic translation initiation factor 4E (Mus musculus) + Eukaryotic translation …; TR-FRET eIF4E-eIF4GI(517-606) binding, 2 h; inhibition, % at 21.7 µM; actives 0.37% (n = 220,000);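 active = inhibition above about 30%, limit read from the data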;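 note: 0% = full FRET control wells and 100% = background wells lacking eIF4GI fragment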
# p97 inhibitor: inhibitors of human p97 ATPase, primary screen, biochemical. actives 0.42% (n = 220,000). recombinant p97 ATPase, Kinase-Glo ATP luminescence, 3 h. inhibition, % at 8 µM. Transitional endoplasmic reticulum ATPase (Homo sapiens), P55072; in the data active = inhibition above about 15%;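 note: 0% = DMSO vehicle and 100% = wells lacking enzyme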
# Wee1 stabilizer: Wee1 degradation inhibitors, primary screen, cell-based, HeLa, Wee1K328M-luciferase, luminescence | reporter increase, % at 5 µM | actives 1.2% (n = 220,000) | AID 1321, 2008 | HeLa Luc-Wee1K328M stability; 100% = proteasome inhibitor MG132 effect | Wee1-like protein kinase (Homo sapiens), P30291;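 active = activation above the mean of all tested compounds plus 3 SD, set per screening run, cut at about 8.8% in these data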;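 note: cells exposed to compound for 20 h before luminescence read; 0% = DMSO alone and 100% = MG132 at 30 µM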
# Target sequence (P30291 whole entry K328M): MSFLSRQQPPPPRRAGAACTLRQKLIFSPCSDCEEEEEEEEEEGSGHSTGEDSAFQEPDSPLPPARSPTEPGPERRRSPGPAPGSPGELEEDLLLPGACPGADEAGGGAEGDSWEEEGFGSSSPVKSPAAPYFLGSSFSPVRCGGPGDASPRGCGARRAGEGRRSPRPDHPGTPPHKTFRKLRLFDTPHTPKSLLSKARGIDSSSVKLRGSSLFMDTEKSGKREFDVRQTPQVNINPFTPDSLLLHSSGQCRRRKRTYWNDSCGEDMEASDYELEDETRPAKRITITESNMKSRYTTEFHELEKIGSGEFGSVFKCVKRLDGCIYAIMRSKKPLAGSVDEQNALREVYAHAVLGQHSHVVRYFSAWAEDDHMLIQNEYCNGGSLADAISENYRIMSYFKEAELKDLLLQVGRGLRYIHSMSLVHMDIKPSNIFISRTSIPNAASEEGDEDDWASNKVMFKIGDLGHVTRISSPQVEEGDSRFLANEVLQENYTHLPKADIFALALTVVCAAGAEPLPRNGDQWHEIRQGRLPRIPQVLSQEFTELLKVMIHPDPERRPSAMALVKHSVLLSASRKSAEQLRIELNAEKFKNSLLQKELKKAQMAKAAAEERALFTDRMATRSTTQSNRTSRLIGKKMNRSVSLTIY
# 14-3-3 Bad inh: inhibitors of 14-3-3 zeta/Bad binding, primary screen, biochemical, TR-FRET, bovine 14-3-3 zeta. inhibition, % at 21.7 µM. AID 781, 2007. TR-FRET 14-3-3zeta/Dy647-pBad peptide displacement, 1 h. actives 0.71% (n = 220,000);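 active = inhibition above about 70%, limit read from the data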;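 note: 0% = full 14-3-3 plus peptide FRET controls and 100% = background without 14-3-3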
# Rad51 HR inh: human RAD51 strand exchange inhibitors, primary screen, biochemical, fluorescence | AID 1385, 2008 | DNA repair protein RAD51 homolog 1 (Homo sapiens), Q06609 | inhibition, % at 10 µM | hRad51 DNA strand exchange, fluorescence dequenching | actives 0.085% (n = 200,000);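 active = inhibition above 40% at the single screening dose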;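 note: 0% = DMSO control wells and 100% = blanks with heterologous ssDNA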
#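 Test system: preformed human Rad51 ssDNA filaments. Compound dosing: single dose, 10 µM final compound. Incubation: filaments 15 min 37 °C, then compound 30 min. Technique: FRET fluorescence dequenching, excitation 485 nm, emission 520 nm. Read-out basis: percent inhibition from fluorescence, normalised to plate control and blank means. Benchmarks: plate controls and plate blanks.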
# An asterisk follows results filed as active; nt = not tested or not shown; [ ] = dose if it differs, or a comment.
SMILES,FXIa inh,FXIIa inh,Mdm2 ligase inh,KLK5 inh,eIF4E-4G inh,p97 inhibitor,Wee1 stabilizer,14-3-3 Bad inh,Rad51 HR inh
Cn1c(SCc2c(Cl)cccc2Cl)nnc1-c1cccs1,-6,14,-33,-15,6,1,0,-2,0
CNS(=O)(=O)c1ccc(Oc2ccc(S(=O)(=O)NC)cc2)cc1,15,1,-13,-14,6,5,4,10,11
O=C1CC(N2CCN(Cc3ccccc3)CC2)C(=O)N1CCc1ccccc1 (stereo not drawn),-6,15,-6,-5,-4,-1,3,-4,2
COc1cccc(NC(=O)Cn2c(CCC(=O)O)ccc2-c2ccc(Cl)cc2)c1,-2,10,-9,13,0,1,-5,-2,-2
C[N+]1([O-])[C@@H]2Cc3cc4c(cc3[C@@H]1Cc1cc3c(cc12)OCO3)OCO4 (stereo partly drawn),3,12,13,5,-2,nt,nt,-9,0
COc1ccc(/C=N/NC(=O)c2cc(=O)[nH]c3ccccc23)cc1OC,-2,0,-8,-15,-3,-1,-3,5,3
CCCC(=O)c1ccc2c(c1)OCCO2,20,24,-17,1,-1,-4,-1,8,2
CC(C)c1nc(SCC(=O)NC(=O)NC(C)(C)C)n[nH]1,2,13,nt,-1,3,4,-3,3,-6
COc1ccc(CCNc2ncnc3c2[nH]c2cc(OC)c(OC)cc23)cc1OC,-1,6,nt,4,-7,5,1,6,18
COC(=O)CNC(=O)COC(=O)/C=C/c1ccc2ccccc2n1,-5,6,-38,-1,3,-1,1,1,1
CC[C@H](C)[C@H](NC(N)=O)C(=O)NCCc1ccc(OC)c(OC)c1,-2,nt,-6,0,0,6,0,-7,6
CN(Cc1ccccc1)c1ccc(N2C(=O)CCC2=O)cc1[N+](=O)[O-],2,4,-3,-1,0,4,0,-16,13
Cc1csc2ncc(C(=O)N3CCCc4ccccc43)c(=O)n12,15,21,-3,-1,10,-1,0,-2[fluorescence artefact?],5
CNC(=S)NNC(=O)c1ccc(C(C)(C)C)cc1,1,17,-8,-1,-1,3,-3,0,-3
COc1cccc(C(=O)COC(=O)C(C)N2C(=O)c3ccccc3C2=O)c1 (stereo not drawn),4,13,-15,-12,5,-8,-2,0,1
O=C(Nc1ccccc1)C1=C[C@@H](c2coc3ccccc3c2=O)C[C@@H](OCc2ccc(CO)cc2)O1,4,14,nt,5,3,5,2,0,nt
COc1ccccc1C1C(C#N)=C(N)Oc2c1c(-c1ccccc1)nn2-c1ccccc1 (stereo not drawn),7,14,-5,-9,-1,28*,3,-5,1
O=c1c2ccccc2nc2n1C(CSCc1ccccc1)CS2 (stereo not drawn),-15,-11,-32,-4,-1,3,-4,2[fluorescence artefact?],nt
Cc1noc(C)c1COC(=O)CN(C)S(=O)(=O)c1ccc(Cl)cc1,-9,3,-2,-3,2,5,1,2,1
CC1S/C(=N/N=C/c2ccco2)N(Cc2ccc(F)cc2)C1=O (stereo not drawn),1,6,-8,3,2,3,-2,-4,-11
CC(C)(C)c1ccc(-c2noc(-c3ccno3)n2)cc1,2,6,-11,-2,4,-4,1,7,7
O=C(CSc1nnnn1C1CCCCC1)Nc1cccc(NC(=O)c2ccco2)c1,5,7,4,2,0,3,-1,2,-1
CC(C)Nc1nnc(SCC(=O)c2c[nH]c3ccccc23)s1,-2,5,6,-4,6[fluorescence artefact?],4,-2,-14[fluorescence artefact?],nt
COc1cc(OC)c(OC)cc1CN(C)CCc1ccccn1,-2,9,-13,-24,3[fluorescence artefact?],1,0,69[fluorescence artefact?],-9
CC(=O)c1ccc(Sc2ccccc2)cc1,-1,8,-18,-3,3[fluorescence artefact?],1,-1,7,6

# The list goes on.
SMILES,FXIa inh,FXIIa inh,Mdm2 ligase inh,KLK5 inh,eIF4E-4G inh,p97 inhibitor,Wee1 stabilizer,14-3-3 Bad inh,Rad51 HR inh
O=C(NCc1ccccc1F)c1ccc2c(c1)OCO2,-7,1,-18,0,-2,-5,0,-9,-8
CCC(C(=O)OC)n1cnc2c(cnn2-c2ccc(Cl)cc2)c1=O (stereo not drawn),6,10,2,6,6[fluorescence artefact?],2,-4,4[fluorescence artefact?],-8
O=C(COC(=O)/C=C/c1cccc([N+](=O)[O-])c1)NCc1ccco1,-7,9,4,0,-3,1,0,-7,-4
O=C(O)CC/C(=N/NC(=O)CNC(=O)Cc1ccccc1)c1ccccc1,14,30,0,19,1,1,-3,-9,nt
COc1ccc(-c2csc3ncn(CC(=O)N4CCOCC4)c(=O)c23)cc1,-4,3,-12,-4,0,8,0,-1,8
CC(=O)Nc1ccc(S(=O)(=O)c2ccc(N)cc2)cc1,6,9,-13,-3,4,5,-3,16,0
Cc1ccc(OC(=O)COc2ccccc2)c(-n2nc3ccccc3n2)c1,2,0,-37,-2,-1,3,6,-8,6
COc1ccc(/C=N/NC(=S)NCC2CCCO2)cc1 (stereo not drawn),5,14,-3,4,1,3,-2,-2,nt
Cc1ccc(SCc2ccc(C(=O)NCc3cccnc3)cc2)cc1,8,9,nt,-19,-6,2,-1,6,nt
CCN1C(=O)C(CC(=O)Nc2ccc(F)cc2)N(Cc2ccco2)C1=S (stereo not drawn),-7,2,-13,1,-1,-2,3,1,-9
COc1cccc(-c2cc3nc4c(c(N5CCC6(CC5)OCCO6)n3n2)CCCC4)c1,-2,12,-2,1,0,-10,-3,-6,-5
CN1CCN(c2ccc([N+](=O)[O-])cc2/C=N/NC(=O)c2ccc(F)cc2)CC1,1,11,-14,-8,-1[fluorescence artefact?],1,-2,-7,nt
COc1ccc(OC)c(NC(=O)C2CCCCC2C(=O)O)c1 (stereo not drawn),-7,12,-22,20,-5,7,-3,-4,-14
CCOc1cc(-c2cc(-c3ccc(C)cc3)nc(N)c2C#N)ccc1O,2,9,-33,-15,4,4,-1,-1,-16
CN(c1ccc(C(=O)O)cc1)S(=O)(=O)c1ccc(Cl)cc1,-5,12,-1,-9,12,1,5,15,-4
CCCCOC(=O)Nc1cccc(C(=O)OCC)c1,3,17,-4,16,10,-9,4,4,0
Cc1nn(Cc2ccccc2)c(=O)n1N(C)c1ncc(C(F)(F)F)cc1Cl,1,12,-14,12,-3,-3,3,10,0
Cc1cccc(Oc2c(C=O)c3ccccc3n2C)c1,1,7,-6,-7,3,2,-2,-11,4
CCCCNC(=O)C1CCCN(S(=O)(=O)c2ccc(-n3cnnn3)cc2)C1 (stereo not drawn),7,14,13,8,0,4,3,-7,-2
CC(C)c1csc(CN2CCCC(CCC(=O)NCc3ccccc3F)C2)n1 (stereo not drawn),50*,28,-14,27,-2,-8,2,-3,5
O=C(COC(=O)c1cc(-c2cccnc2)nc2ccccc12)Nc1ccc(F)cc1F,-4,1,-15,-10,-5,4,1,5,-25
O=c1c(-c2ccco2)[n+]([O-])c2ccccc2n1OCc1ccccc1,1,12,-14,-23,-2[fluorescence artefact?],1,2,2[fluorescence artefact?],nt
CCOC(=O)N1CCN(C(=O)COc2ccc([N+](=O)[O-])cc2)CC1,-2,3,6,0,4,7,-2,6,3
O=C(C1=NN[C@@H]2C(=O)N(c3cccc(C(F)(F)F)c3)C(=O)[C@H]12)C(c1ccccc1)c1ccccc1,6,11,-15,-6,4,-2,-3,3,8
O=C(Cn1c(COc2ccccc2)nc2ccccc21)Nc1cc(Cl)c(Cl)cc1Cl,-3,4,-8,-6,-10,2,-2,62,8

# Results in eIF4E-4G inh, for 5 of the compounds above:
mol | eIF4E-4G inh
O=C(COC(=O)c1cc(-c2cccnc2)nc2ccccc12)Nc1ccc(F)cc1F | -5
O=c1c(-c2ccco2)[n+]([O-])c2ccccc2n1OCc1ccccc1 | -2[fluorescence artefact?]
CCOC(=O)N1CCN(C(=O)COc2ccc([N+](=O)[O-])cc2)CC1 | 4
O=C(C1=NN[C@@H]2C(=O)N(c3cccc(C(F)(F)F)c3)C(=O)[C@H]12)C(c1ccccc1)c1ccccc1 | 4
O=C(Cn1c(COc2ccccc2)nc2ccccc21)Nc1cc(Cl)c(Cl)cc1Cl | -10

# Continued.
SMILES,FXIa inh,FXIIa inh,Mdm2 ligase inh,KLK5 inh,eIF4E-4G inh,p97 inhibitor,Wee1 stabilizer,14-3-3 Bad inh,Rad51 HR inh
CCOC(=O)C1CCCN(C(=O)c2cc3cc(Br)ccc3oc2=O)C1 (stereo not drawn),-1,5,-8,-2,4,9,-1,5,-8
Cc1cc(C)nc(Nc2ncc(O)n2-c2ccccc2)n1,-9,-5,-4,0,-2[fluorescence artefact?],-1,-2,1[fluorescence artefact?],0
Cc1cc(=O)oc2c1c(C)nn2-c1nn[nH]n1,6,17,-6,1,5,5,-3,15[fluorescence artefact?],2
COCC(=O)NNC(=O)c1ccccc1OC,-4,5,-2,6,3,0,-1,-7,-4
CC(NC(=O)c1cc2c(s1)CCCC2)C(C)(C)C (stereo not drawn),-1,13,-2,14,1,0,-2,-5,-10
Cc1ccc(NS(=O)(=O)c2ccc(OCC(=O)NCc3ccco3)cc2)cc1,-2,14,-8,-11,2,-4,-3,-6,15
O=C(CSc1nnnn1C1CCCC1)N1CCOCC1,-4,7,-8,0,2,0,0,3,29
CCOc1ccc(Nc2nc(Cc3nnc(SCC(=O)c4ccc(C)cc4)o3)cs2)cc1,8,-2,-15,-22,3[fluorescence artefact?],5,-3,-10[fluorescence artefact?],1
COc1ccc(F)cc1S(=O)(=O)n1nnc2ccccc21,0,3,-24,0,-2,7,4,0,nt
CCOc1ccc(OCC)c(NC(=O)C2CCCN(c3nc(C)cc(C)n3)C2)c1 (stereo not drawn),4,6,-26,12,2,-1,1,-12,-5
O=C(CC12CC3CC(CC(Br)(C3)C1)C2)NC1=NCCS1,-6,1,-29,-4,0,-2,-1,-3,4
O=C(NCc1ccc2c(c1)OCO2)c1ccccn1,-13,-8,-12,4,3,1,2,-3,-6
CN1CCCN(C(=O)C2CCCCC2)CC1,-3,1,-2,-4,1,0,0,-2,5
C=CCNc1nc2c(c(=O)[nH]c(=O)n2C)n1Cc1cccc(C)c1,-3,6,1,-4,2[fluorescence artefact?],5,-1,3,1
Cc1ccc(S(=O)(=O)CCC(=O)OCC(=O)N2CC(=O)Nc3ccccc32)cc1,13,21,-6,5,6,-4,5,-6,-3
CCOc1cccc(NC(=O)C2CC(=O)N(C)C2)c1 (stereo not drawn),-5,4,-10,-9,-2,6,1,11,6
CCOC(=O)/C(C#N)=C\c1ccc(N2CCN(C)CC2)cc1,5,18,-5,8,-1[fluorescence artefact?],3,2,5,8
